# CatS inh: blocks human cathepsin S protease activity; inhibition, %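 (tested at 5 µM per compound within 10-compound mixtures)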; hit rate 0.06% among 62,000; recombinant cathepsin S, AMC dipeptide fluorescence, pooled mixtures; AID 501; P25774; in the data active means inhibition above about 32%, passing the limit was not always enough; inconclusive means no clear call, values can overlap the other calls;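 further: 0% = enzyme without compound and 100% = blank without enzyme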
# RORa activator: activators of human nuclear receptor RORA | P35398 | CHO-K1 Gal4-RORA LBD luciferase reporter, luminescence; percent increase over mock-subtracted basal signal | activation, % at 10 µM | hit rate 1.5% among 65,000 | AID 560;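 active means activation above the mean of all tested compounds plus 3 SD, cut at about 49% in these data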;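 further: 0% = DMSO-treated RORA cells and 100% = added signal equal to DMSO minus mock-transfected cells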
# CatB inh: human cathepsin B inhibition; inhibition, %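 (tested at 10 µM)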; AID 453; hit rate 0.1% among 63,000; P07858; purified cathepsin B, fluorogenic substrate, fluorescence; in the data active means inhibition above about 21%;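 further: 0% = enzyme with no compound and 100% = no enzyme blank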
# Ec RNAP inh: blocks E. coli RNA polymerase transcription | inhibition, %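 (tested at 10 µM)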 | hit rate 0.2% among 62,000 | fluorescence transcription assay | AID 559 | P0A8V2; in the data active means inhibition above about 20%;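 further: 0% = enzyme without compound and 100% = no enzyme blank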
# Target sequence (P0A8V2 whole entry, looked up): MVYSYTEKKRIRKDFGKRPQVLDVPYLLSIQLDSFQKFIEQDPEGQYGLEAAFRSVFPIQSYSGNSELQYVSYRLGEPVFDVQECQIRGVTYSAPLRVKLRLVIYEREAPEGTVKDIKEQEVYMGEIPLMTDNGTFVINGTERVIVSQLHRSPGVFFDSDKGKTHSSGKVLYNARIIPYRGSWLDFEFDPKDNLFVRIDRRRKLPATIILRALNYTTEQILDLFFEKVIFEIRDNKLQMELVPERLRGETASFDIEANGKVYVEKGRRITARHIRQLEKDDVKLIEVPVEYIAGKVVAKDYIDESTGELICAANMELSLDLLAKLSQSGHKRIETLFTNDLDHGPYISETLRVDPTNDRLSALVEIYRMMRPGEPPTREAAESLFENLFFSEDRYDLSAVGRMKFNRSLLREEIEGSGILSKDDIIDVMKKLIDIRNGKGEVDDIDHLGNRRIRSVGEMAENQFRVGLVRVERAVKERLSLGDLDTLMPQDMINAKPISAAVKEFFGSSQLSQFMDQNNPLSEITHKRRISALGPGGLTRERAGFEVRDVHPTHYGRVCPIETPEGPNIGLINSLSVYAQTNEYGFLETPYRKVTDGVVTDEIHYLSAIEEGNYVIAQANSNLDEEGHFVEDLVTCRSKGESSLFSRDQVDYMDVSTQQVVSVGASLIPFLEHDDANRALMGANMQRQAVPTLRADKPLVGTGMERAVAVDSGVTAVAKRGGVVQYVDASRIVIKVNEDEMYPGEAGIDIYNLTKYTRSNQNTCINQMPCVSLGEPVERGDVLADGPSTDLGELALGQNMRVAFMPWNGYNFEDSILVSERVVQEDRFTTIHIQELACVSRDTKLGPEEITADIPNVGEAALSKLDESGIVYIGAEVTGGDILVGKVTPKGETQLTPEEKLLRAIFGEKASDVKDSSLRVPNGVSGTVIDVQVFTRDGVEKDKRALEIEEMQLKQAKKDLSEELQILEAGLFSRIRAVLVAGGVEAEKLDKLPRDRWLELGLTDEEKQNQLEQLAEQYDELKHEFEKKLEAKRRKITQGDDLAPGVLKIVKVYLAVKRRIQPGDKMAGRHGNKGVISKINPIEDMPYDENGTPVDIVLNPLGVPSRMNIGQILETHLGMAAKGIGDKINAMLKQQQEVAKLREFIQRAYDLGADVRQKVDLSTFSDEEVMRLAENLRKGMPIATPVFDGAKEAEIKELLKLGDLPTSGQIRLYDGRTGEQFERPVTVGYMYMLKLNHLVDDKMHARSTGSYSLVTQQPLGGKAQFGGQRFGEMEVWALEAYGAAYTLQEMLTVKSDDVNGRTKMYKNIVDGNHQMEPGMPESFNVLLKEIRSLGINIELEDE
# AP ELISA ortho: orthogonal test for alternative complement pathway inhibitors | Human serum alternative complement pathway, LPS-coated ELISA, C3 deposition; tested in compound mixtures | inhibition, % at 5 µM | hit rate 0.08% among 62,000 | AID 1235;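 active means inhibition above 30% in each of the two pooled mixtures holding the compound, so the lower value exceeds 30%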;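 further: 0% = serum in Mg-EGTA without compound and 100% = EDTA serum blank; some compounds past the cut are filed as inactive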
#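 Assay system: Human serum alternative complement pathway, C3 deposition on LPS-coated wells | Incubation: 1 h serum-compound exposure at 37 °C | Doses: 5 µM per compound in ten-compound mixtures | Read-out: Percent inhibition | Technique: ELISA with HRP anti-human C3 antibody, TMB substrate, absorbance 450 nm | Replication: Two pool placements per compound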
# JNK3 inh: JNK3 (human) kinase inhibition | P53779 | purified JNK3 kinase activity, HTS | inhibition, % at 8 µM | hit rate 0.61% among 60,000; in the data active means inhibition above about 17%;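 further: 0% = DMSO and 100% = reference inhibitor; many of its hits are not listed in these tables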
# CatB mixtures: inhibitors of human cathepsin B in compound mixtures; inhibition, %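 (ten-compound pools at 5 µM per compound and 50 µM total)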; P07858; AID 488; hit rate 0.06% among 62,000; Purified cathepsin B, AMC dipeptide fluorescence; in the data active means inhibition above about 22%, passing the limit was not always enough; inconclusive means no clear call, values can overlap the other calls;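 further: 0% = enzyme without compound and 100% = no enzyme blank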
# ROCK2 blocker: ROCK2 (human) kinase inhibition | O75116 | purified ROCK2, Kinase-Glo ATP depletion luminescence | inhibition, % at 6 µM | hit rate 0.35% among 60,000 | AID 604;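 active means inhibition above the screen-wide mean inhibition plus 3 SD, cut at about 18% in these data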;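 further: plate controls were DMSO wells for no effect and Y-27632 control wells after no-enzyme background subtraction for full effect; many of its hits are not listed in these tables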
# PKA kinase inh: blocks human protein kinase A activity | hit rate 0.1% among 65,000 | P17612 | inhibition, % at 6 µM | PKA Kemptide phosphorylation, Kinase-Glo ATP luminescence;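 active means inhibition above the screen-wide mean inhibition plus 3 SD, cut at about 21% in these data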; further: many of its hits are not listed in these tables
# The depositor's hits bear a star; ? = inconclusive; · = no result given. The list is partial. The share of hits here may be higher or lower than overall.
SMILES,CatS inh,RORa activator,CatB inh,Ec RNAP inh,AP ELISA ortho,JNK3 inh,CatB mixtures,ROCK2 blocker,PKA kinase inh
CCN(CC)CCN1C(=O)C(=O)/C(=C(/O)c2ccc(F)cc2)C1c1ccncc1 (stereo not given),·,-14,8,8,·,-20,·,7,2
COc1cccc(NC(=O)C(C#N)Cc2ccncc2)c1 (stereo not given),-13,-1,2,7,-11,1,1,2,7
Cc1c(C)[n+](=O)c(-c2cccs2)c(C)n1[O-],0,1,3,2,7,-10,2,0,5
O=c1[nH]c2c(s1)C(c1ccccc1)C1C3CCC(C3)C1S2 (stereo not given),13,18,6,-2,10,·,1,·,-2
CN1CCN(C(=O)CN2C(=O)CC(C)(C)S(=O)(=O)c3ccccc32)CC1,-5,-17,0,-1,2,·,-3,·,8
CCSC1=C(C#N)C(c2cccc(Br)c2)CC(=O)N1 (stereo not given),0,-20,-6,1,22,3,6,1,2
CCOC(=O)c1c(N)sc(C(O)(C(F)(F)F)C(F)(F)F)c1-c1ccc(OC)cc1OC,-8,10,1,2,7,-2,-3,4,6
CCOC(=O)CNC(=O)C1(c2ccccc2)CCCC1,-5,-1,1,6,21,·,3,·,-8
Cc1cc(Nc2ccc3c(c2)OCCO3)n2ncnc2n1,2,8,4,9,5,-8,5,6,0
CCCCOCCCNC(=O)c1c(-c2ccccc2)noc1C,-4,-19,2,3,3,2,0,7,10
COC(=O)C1=C(C)N=C2SCCC(=O)N2C1c1cccs1 (stereo not given),0,-13,-1,10,10,2,1,5,4
CCCc1nnc(SCc2ccc(C(=O)OC)o2)n1N,4,2,2,2,15,-3,1,-5,-6
Cc1ccc(-c2noc(CCC(=O)Nc3cccc(C#N)c3)n2)cc1,11,-14,-1,3,0,3,2,4,6
Cc1c(Cl)cccc1Nc1nc(N)nc(CSc2ncccn2)n1,11,12,6,8,-9,2,5,4,7
O=C(C1CC1)N1CCC(c2nc(-c3ccc(S(=O)(=O)NCC4CCCO4)cc3)no2)CC1 (stereo not given),-1,0,2,4,17,-6,2,-1,7
COC(=O)c1ccccc1NC(=O)Cn1cnc2ccc(S(=O)(=O)N3CCC(C)CC3)cc2c1=O,3,-5,3,3,6,-3,-1,12,8
O=P(c1ccc2c(c1)OCCO2)(N1CCOCC1)N1CCOCC1,12,-14,5,1,5,0,4,-3,5
Cc1cc(NC(=O)c2cc3nc4c(c(C(F)(F)F)n3n2)CCc2ccccc2-4)no1,5,5,6,1,-2,0,-4,6,10
COc1ccc(C2CC(c3ccc(F)cc3)Nc3nc(N)nn32)cc1OC (stereo not given),16,-6,0,-3,11,2,0,2,4
O=C(NC1CCCC1)c1cc(-c2cccs2)on1,27,109*,1,-2,6,-4,-4,8,8
COc1ccc2[nH]c(=O)c(CN(C3CCCCC3)C(c3nnnn3Cc3ccco3)C(C)C)cc2c1 (stereo not given),2,-24,2,9,12,-3,-5,5,12
CCCC(c1nnnn1Cc1ccccc1)N1CCN(c2ccccc2OC)CC1 (stereo not given),15,-8,5,2,14,-2,2,-1,-1
Cc1ccc(C)c(Oc2nnnn2-c2ccccc2)c1,-5,-11,5,-3,6,-7,1,-5,-5
CCOc1ccccc1NC(=O)Cc1ccccc1OC,-1,-17,·,·,9,7,3,3,-2
O=C(c1cc(-c2ccco2)nn1-c1cccc(Cl)c1)N1CCCCC1,-7,0,3,10,11,-3,2,5,11
O=C1c2ccccc2C(=O)N1CCc1nc2ccccc2c(=O)n1CCCn1ccnc1,10,14,9,5,-4,0,1,6,8
COc1ccccc1C(=O)Nc1nnn(C)n1,-3,-14,-1,5,16,·,4,·,-2
CCCCn1c(NC(C)=O)c(C#N)c2nc3ccccc3nc21,13,-17,-2,-9,1,6,4,1,4
Cc1cc(C)nc(N(C#N)S(=O)(=O)c2ccccc2Cl)n1,·,-1,-2,2,·,3,·,1,2
CCCS(=O)(=O)c1nc(S(=O)(=O)c2ccc(C)cc2)c(NCCN2CCOCC2)s1,-5,-17,14,4,0,-5,-1,5,6
COc1cccc(NC(=O)N2CCCC2C(=O)NC2CC2)c1 (stereo not given),12,-15,5,6,3,2,6,-1,-3
CCOC(=O)C1=C(C)NC(C)=C(C(=O)OCC)C1C1=COCCO1,2,-7,6,8,2,-5,3,2,5
O=C(c1ccco1)N1CCN(CC(=O)N2CCCc3c2c(=O)oc2ccc(O)cc32)CC1,-6,-2,6,1,5,5,0,8,12
COc1ccc(S(=O)(=O)N(Cc2ccccc2)Cc2nc3ccccc3c(=O)[nH]2)cc1,10,3,-1,·,7,-2,-3,-6,-3
COCCNC(=O)CN(Cc1ccc2c(c1)OCO2)C(=O)CCC(=O)Nc1nccs1,0,-4,7,10,6,3,3,0,4
CC12C(=O)N(c3ccccn3)C(=O)C1C1C=CC2C1 (stereo not given),-3,-6,0,-4,6,0,0,-3,6
COc1ccc(C(=O)Nc2cccnc2)cc1C(=O)Nc1cccnc1,5,-25,2,11,7,-1,5,7,0
COc1cccc(N2CC(C(=O)OC(C)C(=O)c3ccccc3)CC2=O)c1 (stereo not given),17,-16,13,7,0,-3,6,-1,-7
COc1ccccc1C(OC(=O)c1cccs1)C(=O)NCc1ccco1 (stereo not given),-5,-8,1,2,6,-9,-2,4,7
CCc1ccc2nc(NC(=O)CSCc3c(C)noc3C)sc2c1,11,24,4,-10,-12,3,-5,0,-2
O=C(Nc1ccc2c(c1)OCO2)C1CCN(C(=O)c2cccs2)CC1,9,-13,1,6,7,5,7,0,1
COc1ccc(N2C(=O)CCC(C(C)=O)=C2C)cc1,14,6,0,4,7,-5,-1,4,7
O=C(COc1ccc(Cl)cc1)NC1CCSC1=O (stereo not given),1,-3,3,5,0,5,-2,3,2
CC1CCCCC1NC(=O)c1cncc(Br)c1 (stereo not given),5,-7,4,4,31,2,9,5,4
O=C(Nc1cccs1)NC1CCCC1,1,28,2,3,10,0,1,6,10
CCC(C)NC(=O)CC(c1ccc(OC)cc1)n1cccc1 (stereo not given),11,6,0,8,10,-1,-1,5,6
CCOC(=O)COc1cc2c(C(=O)OCC)c(C)oc2cc1Br,5,7,-2,6,-8,4,0,6,10
Cc1sc(CO)c(Sc2ccccc2)c1C(=O)O,-6,-4,2,6,6,0,0,1,-3
COC(=O)c1ccc(C)c(NC(=O)c2nn(C)c(=O)c3ccccc23)c1,-7,-20,-1,8,9,-7,2,0,-4
Clc1ncn(C23CC4CC(CC(C4)C2)C3)n1,3,-9,3,11,11,6,3,6,11
CCCCOc1ccc(C(=O)Nc2ccc(N3CCN(C(=O)C(C)C)CC3)cc2)cc1,2,43,4,9,7,-7,5,-1,-1
COc1ccc(C(N)CCc2ccc(C)o2)cc1 (stereo not given),-2,1,1,1,18,3,5,2,14
COC(=O)c1c(C)n(-c2ccccc2)c2ccc(O)cc12,-12,16,-1,0,15,13,0,5,10
NC(=O)C1CC=CCC1C(=O)OCC(Cl)=C(Cl)Cl (stereo not given),-6,-4,·,·,10,-2,-1,4,10
COc1cccc(C(CC(=O)NCc2ccco2)NS(=O)(=O)c2ccc(C)cc2)c1OC (stereo not given),9,12,-2,5,6,-3,7,2,3
O=C1CCCc2[nH]nc(-c3cccnc3)c21,13,-17,-3,9,4,·,4,·,2
CCOc1ccc2[nH]c(=O)c(CN(Cc3ccc(C)cc3)C(=O)N3CCCC3)cc2c1,2,-4,7,4,-4,9,-4,7,10
COc1ccc(C(=O)C2CCN(C(=O)c3ccco3)CC2)cc1,-28,-21,0,1,10,·,-17,·,-7
Cc1cc(=O)c2cc(Cl)ccc2[nH]1,-1,-37,-7,1,21,3,9,4,1
Cc1cc(C)nc(N2C(=O)CC(C(C)c3ccccc3)C2=O)n1 (stereo not given),24,-9,2,11,8,-9,9,1,0

# Going on with the list:
SMILES,CatS inh,RORa activator,CatB inh,Ec RNAP inh,AP ELISA ortho,JNK3 inh,CatB mixtures,ROCK2 blocker,PKA kinase inh
C=CCn1c2ccccc2c2nnc(SCN3C(=O)c4ccccc4C3=O)nc21,?,·,-2,·,9,·,7,·,·
CNC(=O)c1c(N)sc2c1CCCCC2,-1,3,4,6,10,-1,-1,1,4
CNCc1ccc(OCc2ccccc2)c(OC)c1,13,27,-4,2,2,-8,-3,-10,-1
CCOC(=O)c1ccc(-c2nnc(-c3ccc(Cl)cc3Cl)o2)cc1,9,16,-1,7,-7,-4,-3,3,9
c1ccn2c(Cc3nnc4ccccn34)nnc2c1,-5,-4,12,2,4,-5,-1,5,10
O=C(Nc1cccc(-c2nc3cc(Cl)ccc3o2)c1)C1CCCO1 (stereo not given),13,37,-3,9,13,1,2,5,4
Cc1c(C)c2cc3c4c(oc3c(C)c2oc1=O)CCCC4,1,-28,7,8,-9,0,-2,-3,2
Nc1[nH]nc2nc(N3CCCC3)nc(-c3ccccc3)c12,12,-6,2,13,3,·,7,·,26*
CC(C)(C)n1nc2c(c1NC(=O)COc1ccc(Cl)cc1)CSC2,2,-8,1,1,5,·,2,·,6
Cc1csc(NC(=O)CSc2nc(C)cs2)n1,-2,-4,6,5,15,4,3,8,12
CC(=O)N1CCCc2cc(S(=O)(=O)NCCC3=CCCCC3)ccc21,-6,14,4,4,17,0,-1,5,8
Nc1nonc1OCCc1ccccc1,·,-6,-6,2,·,2,·,-5,1
O=C(CC1SC2=NCCN2C1=O)Nc1ccc(Cl)cc1 (stereo not given),8,12,4,2,7,-3,2,-2,-2
CC(C)CCn1nnnc1C(c1ccc(N(C)C)cc1)N1CCN(C(=O)c2ccco2)CC1 (stereo not given),-3,-22,-1,2,-6,-3,1,2,7
N#Cc1cccc(-n2nnnc2-c2ccc3c(c2)OCO3)c1,7,12,2,7,8,·,4,·,8
O=C(Nc1ccc(Oc2ccccc2)cc1)C1CCCO1 (stereo not given),16,27,3,4,-14,7,5,3,6
CCN(CC)S(=O)(=O)c1ccc(NC(=O)COC(=O)c2ccc(Br)o2)cc1,11,-7,6,7,-7,3,1,5,8
Cc1cccc(CCN(Cc2cc3cccc(C)c3[nH]c2=O)C(=O)N2CCOCC2)c1,7,12,6,5,1,4,2,3,7
COC(=O)c1ccccc1NC(=O)Cn1ccnc1,2,-13,5,2,11,6,2,2,9
O=C(O)c1cccc(COc2ccc(CO)cc2Cl)c1,-2,-94,2,4,15,-3,9,-7,-5
Cc1cccc(N2CCN(c3cc(C)nc4nnnn34)CC2C)c1 (stereo not given),4,17,1,1,-13,-2,-1,8,8
O=C(CSc1nnnn1C1CC2CCC1C2)Nc1ccnc2ccccc12 (stereo not given),-1,-85,0,-1,11,-1,2,9,15
Cc1ccc(-c2cc(C(F)F)n3ncc(C(=O)NCc4ccco4)c3n2)cc1,-27,-23,-2,-8,0,1,-16,-8,-8

# Some of these compounds in order of formula weight, low to high.
SMILES,CatS inh,RORa activator,CatB inh,Ec RNAP inh,AP ELISA ortho,JNK3 inh,CatB mixtures,ROCK2 blocker,PKA kinase inh
c1ccn2c(Cc3nnc4ccccn34)nnc2c1,-5,-4,12,2,4,-5,-1,5,10
CCOC(=O)CNC(=O)C1(c2ccccc2)CCCC1,-5,-1,1,6,21,·,3,·,-8
Cc1cc(C)nc(N(C#N)S(=O)(=O)c2ccccc2Cl)n1,·,-1,-2,2,·,3,·,1,2
COc1ccc(C(=O)Nc2cccnc2)cc1C(=O)Nc1cccnc1,5,-25,2,11,7,-1,5,7,0
COCCNC(=O)CN(Cc1ccc2c(c1)OCO2)C(=O)CCC(=O)Nc1nccs1,0,-4,7,10,6,3,3,0,4

# Screening results from PubChem.
